Bioassay records: PubChem BioAssay, Broad Institute
LGR2 antag = blocks bursicon-induced cAMP signaling via Drosophila LGR2; HEK293 LGR2, CRE-luciferase, bursicon-stimulated, 4 h; inhibition, % at 9.99 µM; 380,000 compounds, 0.35% hits; AID 720647;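 active = drop in luminescence signal, shown as inhibition above about 50% in the replicate tests, limit read from the data, passing the limit was not always enough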;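 also: agonist challenge used bursicon conditioned medium at about half maximal strength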
Casp6 inh = inhibitors of human caspase-6; P55212; purified caspase-6, Z-VEID-R110 cleavage fluorescence; inhibition, % at 12.5 µM; 350,000 compounds, 0.53% hits;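 active = mean inhibition across replicates at least about 35%, with every replicate also reaching that limit, limit read from the data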;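 also: 0% = median of neutral control wells and 100% = no fluorescence left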
Target sequence (P55212 24-179 limits assumed): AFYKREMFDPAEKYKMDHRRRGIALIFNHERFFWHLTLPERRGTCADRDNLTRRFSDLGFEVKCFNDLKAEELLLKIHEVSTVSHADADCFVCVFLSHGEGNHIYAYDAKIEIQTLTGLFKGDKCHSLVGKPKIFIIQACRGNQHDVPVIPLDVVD
Target sequence (P55212 194-293 limits assumed): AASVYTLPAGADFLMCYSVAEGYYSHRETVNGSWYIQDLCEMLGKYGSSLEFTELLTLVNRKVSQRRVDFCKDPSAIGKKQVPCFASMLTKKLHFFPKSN
SIRT5 inh = sirtuin-5 (human) deacylase inhibition; Purified SirT5, succinyl-peptide AMC, trypsin-coupled fluorescence; Q9NXA8; 330,000 compounds, 1.1% hits; AID 652115; inhibition, % at 15 µM; in the data active = inhibition above about 15%
Target sequence (Q9NXA8 whole entry, looked up): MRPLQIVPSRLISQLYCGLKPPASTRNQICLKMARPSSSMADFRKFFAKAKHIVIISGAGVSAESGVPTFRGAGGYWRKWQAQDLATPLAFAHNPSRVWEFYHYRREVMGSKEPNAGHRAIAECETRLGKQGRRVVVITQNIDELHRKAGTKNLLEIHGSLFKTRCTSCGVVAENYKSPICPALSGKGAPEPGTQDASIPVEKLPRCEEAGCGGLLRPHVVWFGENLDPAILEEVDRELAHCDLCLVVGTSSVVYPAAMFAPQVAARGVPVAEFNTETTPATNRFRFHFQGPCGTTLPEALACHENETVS
FN deposition inh = fibronectin deposition inhibition. AH1F fibroblasts, Alexa488-fibronectin deposition fluorescence, overnight. inhibition, % at 12.6 µM. 350,000 compounds, 0.086% hits;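 active = mean inhibition across replicates of 30% or more, regardless of how many single replicates reach that level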;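 also: positive control wells lacked labelled fibronectin entirely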
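Assay system: AH1F fibroblasts / Quantity: 10000 cells per well / Medium: DMEM plus 2% serum, read in PBS / Reagent: labelled fibronectin 24 nM / Dosing: single dose, pinned / Times: 1 h cell attachment, overnight exposure to compound and label / Signal: fluorescence, ex 485 nm, em 525 nm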
esBAF inh = inhibitors of esBAF chromatin remodeling in mouse ES cells; Bmi1-luciferase knock-in reporter, 24 h; 100% = twice the neutral-well signal; reporter increase, % at 12.5 µM; 350,000 compounds, 2% hits; AID 602393; in the data active = activation above about 40%;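 also: 0% = median of the plate's neutral control wells and 100% = double that signal; a rise in the Bmi1 reporter signal indicates esBAF inhibition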
S100A4 inh HTS = inhibitors of human S100A4 binding to myosin IIA peptide | P26447 | S100A4/TAMRA-MyoIIA peptide fluorescence polarization | inhibition, % at 10.7 µM | 360,000 compounds, 0.14% hits | AID 652163;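 active = mean inhibition of at least 70% across replicates, with every replicate also reaching that level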
Target sequence (P26447 whole entry, looked up): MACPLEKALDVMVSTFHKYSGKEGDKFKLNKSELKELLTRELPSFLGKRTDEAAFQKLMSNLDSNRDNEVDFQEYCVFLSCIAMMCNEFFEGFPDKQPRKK
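assay system = human S100A4 monomer with TAMRA-labelled myosin IIA peptide | also added = labelled myosin peptide probe, 5 nM | incubation = 5 min between mix addition and reading | control set = DMSO and TFP controls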
C2C12 statin = protects C2C12 myotubes from simvastatin toxicity; rescue of ATP level, % at 7.49 µM; ATP luminescence, 48 h; scaled: DMSO 0, geranylgeraniol control 100; 330,000 compounds, 0.78% hits;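 active = mean ATP rescue above about 67%, or every replicate alone reaching that limit, limit read from the data, passing the limit was not always enough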;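 also: myotubes were challenged with 10 µM simvastatin during compound exposure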
* hit, by the source's call; nt = not tested or not shown. Some of the compounds tested, so the mix of outcomes need not match the whole.

Every second line gives: LGR2 antag, Casp6 inh, SIRT5 inh, FN deposition inh, esBAF inh, S100A4 inh HTS, C2C12 statin
O=c1c2ccccc2oc2cc(C#Cc3ccccn3)ccc12
    -39, -1, nt, -7, -25, -3, -8
NC(=O)C1CCN(C2CC(=O)N(Cc3ccc(N4CCCC4=O)cc3)C2=O)CC1 (configuration not stated)
    nt, nt, nt, -8, 0, nt, 10
C[C@@H]1CN([C@@H](C)CO)C(=O)Cc2cc(NC(=O)C3CCCCC3)ccc2O[C@@H]1CN(C)C(=O)Nc1ccc2c(c1)OCO2
    -6, 3, 6, nt, -1, -2, -8
CCOCCCNC(=S)NCCNc1nc2ccc(C)cc2cc1C#N
    5, 2, -1, 7, nt, -3, nt
CCOc1ccc(S(=O)(=O)NCCC(=O)N2CC(C)CC(C)C2)cc1 (configuration not stated)
    -1, -1, -2, 1, 2, 0, 3
COc1cccc(CNC(=O)C[C@H]2CC[C@@H]3[C@@H](COc4ccc(NS(=O)(=O)c5ccccc5F)cc4C(=O)N3C)O2)c1
    2, nt, 0, 8, 0, nt, -8
C[C@H](CO)N1C[C@H](C)[C@H](CN(C)C(=O)C2CC2)Oc2cc(C3=CCCC3)ccc2S1(=O)=O
    -3, nt, nt, -1, nt, nt, -17
COc1cc(NC(=O)Nc2cc(C)on2)cc(OC)c1OC
    2, -4, 0, 0, -9, 2, -49
CC(=O)Nc1cc(-c2cccc(NS(C)(=O)=O)c2)cn2c(-c3cccc(C(C)=O)c3)cnc12
    -26, 4, -7, 7, 20, -4, -6
COc1cccc(C(c2nnnn2CCc2ccccc2)N2CCN(c3ccccc3)CC2)c1OC (configuration not stated)
    nt, nt, nt, -3, -1, nt, -10
CCc1ccccc1NC(=S)N(Cc1cccs1)C1CCCC1
    0, -5, 1, 1, nt, 0, nt
CCOc1cc(NC(=S)Nc2cccc(OC)c2)c(OCC)cc1NC(=O)C1CC1
    nt, nt, nt, -3, 25, nt, 3
CNC[C@H]1Oc2ccc(NC(=O)CCN3CCOCC3)cc2C(=O)N([C@@H](C)CO)C[C@H]1C
    7, -3, -3, 1, 0, -4, -6
O=C(Nc1ccc2c(c1)OCO2)Nc1ccc(Cl)cc1Cl
    nt, nt, nt, 1, 51, nt, -27
COc1ccccc1/C=C/CN1CCC(Oc2ccc(C(=O)N3CCCC3)cc2)CC1
    -3, -5, 0, 10, -1, 0, -3
CCCNC(=O)N[C@@H]1C=C[C@@H](CC(=O)NC2CCCCC2)O[C@@H]1CO
    -15, 22, 0, 0, 8, 5, 0
COC(=O)[C@H](C)NC(=O)c1cc2c(cn1)[nH]c1ccccc12
    -3, -3, 0, 4, 3, -2, 0
O=C(NC1CCCC1)c1cc(-c2ccc(Cl)cc2Cl)on1
    -104, nt, 0, 4, 19, -2, -27
COCc1cccc(-c2csc(C(O)c3cccc(OC)c3)n2)c1 (configuration not stated)
    -8, 0, nt, 5, 11, -3, 0
COc1ccccc1NC(=O)N(C)C[C@H]1OCc2ccccc2-c2c(n(C)c3ccccc23)C(=O)N([C@H](C)CO)C[C@@H]1C
    13, 2, 0, 1, -3, 6, nt
COc1ccccc1NC(=O)NCCc1c[nH]c2ccccc12
    -2, 0, nt, -10, 5, 6, -3
Cc1cc(F)ccc1NC(=O)c1cc(S(=O)(=O)N2CCc3ccccc32)cn1C
    25, -1, -3, -11, 7, 0, -3
Cc1ccc(S(=O)(=O)Nc2ccccc2F)cc1C(=O)N1CCN(c2ccccc2O)CC1
    12, 3, 1, 0, -2, -5, -6
CO[C@@H]1CN(C)C(=O)c2cc(NC(=O)C3CCCCC3)ccc2OC[C@H](C)N(Cc2nccs2)C[C@H]1C
    -24, 2, 8, -8, 2, 7, -2
CC=Cc1ccc2n(c1=O)C[C@@H]1N[C@H]2[C@H](C(=O)NC2CCCCC2)[C@H]1CO (mixture of isomers)
    14, -2, -8, 9, -2, 81*, 7
Cc1c(Cl)cccc1NC(=O)CCN1CCCC(C)C1 (configuration not stated)
    9, -6, 2, nt, -2, -7, 6
C/C(=N\NC(=O)CNc1ccc(F)cc1)c1cc2ccccc2o1
    3, 1, 13, -3, nt, 4, nt
C[C@@H]1CCCCO[C@H](CN(C)Cc2ccncc2)[C@H](C)CN([C@H](C)CO)C(=O)c2cc(NC(=O)c3ccncc3)ccc2O1
    -8, 0, 0, -13, nt, 5, nt
CNC(=O)C[C@@H]1CC[C@@H]2[C@@H](COc3ccc(NC(=O)c4cccs4)cc3C(=O)N2C)O1
    -6, nt, nt, 1, -5, nt, -11
Nc1nonc1OCCN1CCN(c2ccc([N+](=O)[O-])c3cccnc23)CC1
    nt, 1, -4, 3, nt, -3, nt
COc1ccccc1CNC(=O)[C@H](C)NC(=O)C1CCN(C(=O)[C@@H](N)CCSC)CC1
    nt, -10, nt, nt, -2, 7, 11
COc1ccc(NC(=O)CNCc2cccs2)c(OC)c1
    -5, -2, nt, -5, 10, -2, 7
Cc1cc(C(=O)NNC(=O)c2ccc(Cl)cc2)c2ccccc2n1
    7, 5, 1, -5, 0, -3, 7
O=C(Nc1nnc(Cc2ccc(F)cc2)s1)Nc1ccccc1F
    nt, -4, 6, -2, 8, -20, 2
O=C(CCS(=O)(=O)c1cccc2nonc12)Nc1ccc(Br)cc1
    1, 3, -3, -9, 14, -2, -16
CN(C)C(=O)c1cccc(-c2ccccc2[C@@H]2[C@@H](C#N)N(C(=O)C3CCC3)[C@@H]2CO)c1
    8, -3, -1, -11, nt, 5, nt
C/C(CC(=O)NCc1ccco1)=N\NC(=O)CC#N
    -17, -2, -2, -4, nt, -3, nt
Cc1ccc(CNC(=O)c2ccc(CS(=O)Cc3cccc(Cl)c3)o2)cc1 (configuration not stated)
    1, 0, -4, 10, -4, -4, 1
CCc1ccccc1NC(=O)N1CCCc2ccccc21
    -10, -7, -2, 2, 16, 32, 3
C[C@@H]1CN([C@H](C)CO)C(=O)c2cc(NC(=O)Nc3cccc4ccccc34)ccc2O[C@H]1CN(C)S(=O)(=O)c1ccc(F)cc1
    11, 2, 8, nt, -1, -13, 1
CC(C)C1N(C(=O)N2CCOCC2)CCN1S(=O)(=O)c1ccccc1 (configuration not stated)
    -2, -8, -3, 6, 1, 6, -2
CN(C/C=C/c1ccccc1)Cc1cccc2ccccc12
    7, -3, -7, -2, -4, 1, 0
CCOC(=O)C(C)N1N=C(/C=C/c2ccc(C)cc2)CCC1=O (configuration not stated)
    nt, nt, nt, -9, 1, nt, -1
CS(=O)(=O)N(Cc1ccccc1)c1ccc(C(=O)Nc2ccc3c(c2)OCO3)cc1
    nt, nt, nt, 6, 8, nt, 0
CCOc1cc(C#N)ccc1OCC(=O)N1CCc2ccccc2C1
    2, -1, -3, 1, 7, -3, -6

Entries of single compounds, looked up by structure. Order of values: LGR2 antag	Casp6 inh	SIRT5 inh	FN deposition inh	esBAF inh	S100A4 inh HTS	C2C12 statin
Profile of `CS(=O)(=O)N(Cc1ccccc1)c1ccc(C(=O)Nc2ccc3c(c2)OCO3)cc1` : nt	nt	nt	6	8	nt	0
Profile of `CN(C)C(=O)c1cccc(-c2ccccc2[C@@H]2[C@@H](C#N)N(C(=O)C3CCC3)[C@@H]2CO)c1` : 8	-3	-1	-11	nt	5	nt
Profile of `Cc1ccc(CNC(=O)c2ccc(CS(=O)Cc3cccc(Cl)c3)o2)cc1` (configuration not stated) : 1	0	-4	10	-4	-4	1

Results in C2C12 statin and SIRT5 inh (two entries from above):
mol,C2C12 statin,SIRT5 inh
CCc1ccccc1NC(=O)N1CCCc2ccccc21,3,-2
C[C@@H]1CN([C@H](C)CO)C(=O)c2cc(NC(=O)Nc3cccc4ccccc34)ccc2O[C@H]1CN(C)S(=O)(=O)c1ccc(F)cc1,1,8

Other structures.
Every second line gives: LGR2 antag, Casp6 inh, SIRT5 inh, FN deposition inh, esBAF inh, S100A4 inh HTS, C2C12 statin
CCC(Sc1ccc2nnc(-c3ccc(OC)c(OC)c3)n2n1)C(=O)O (configuration not stated)
    3, 0, 0, nt, nt, 2, nt
COC(=O)C1=C(C)N(Cc2cccc(C(F)(F)F)c2)C(=NCc2ccc3c(c2)OCO3)NC1CCc1ccccc1 (configuration not stated)
    -9, 4, 0, 6, nt, -1, nt
CCOc1ccc(N2CC(C(=O)Nc3cccc(S(=O)(=O)N4CCCCC4)c3)CC2=O)cc1 (configuration not stated)
    2, 2, -2, -7, nt, 2, nt
Cc1ccc(C)c(N2CCN(c3ccncc3N)CC2)c1
    15, 5, 0, -4, 4, 12, 4
CO[C@@H]1CN(C)C(=O)c2cc(NS(=O)(=O)c3cn(C)cn3)ccc2OC[C@@H](C)N(Cc2cccc(F)c2)C[C@@H]1C
    -23, 0, nt, -7, -1, -1, 6
COc1ccc(CCNC(=O)C2CC=CCC2C(=O)O)cc1 (configuration not stated)
    -10, -2, -2, 8, -4, 6, -3
O=C(COC(=O)c1ccccc1Br)Nc1cccnc1Cl
    -19, 2, 0, -7, 2, -1, 3
COC(=O)C1=CN(c2ccc(OC)cc2)C(N)=C(C#N)C1c1cccc2ccccc12 (configuration not stated)
    4, -2, -2, nt, nt, 0, nt
CS(=O)(=O)N1CCCCC1c1cc(C(=O)Nc2ccccc2Cl)no1 (configuration not stated)
    -5, -2, nt, 8, 10, -2, 3
Cc1nn(CC(=O)c2ccc(Cl)s2)c(C)c1[N+](=O)[O-]
    nt, -4, 3, -7, -7, -4, -1
CCNC(=O)[C@@H]1[C@@H](CO)[C@@H]2Cn3c(ccc(-c4ccncc4)c3=O)[C@@H]2N1Cc1cc(F)ccc1F
    3, -1, 4, -3, -3, 69, -3
CCOC(=O)C1(CC2CC2)CCN(C(=O)c2ocnc2C)CC1
    -15, -1, 1, 7, nt, -7, nt
Cc1ccc(NC(=O)CCn2c(=S)oc3ccccc32)cc1
    6, 1, -1, -7, nt, 5, nt
Cc1sc(NC(=O)c2ccco2)nc1-c1ccc2c(c1)CC(C)N2C(=O)C1CC1 (configuration not stated)
    -14, 3, -2, nt, nt, 2, nt
CCS(=O)(=O)N1CCCCN2[C@H](CO)[C@@H](c3ccc(-c4ccc(C(=O)N(C)C)cc4)cc3)[C@H]2C1
    5, -2, 2, -2, 11, 6, -4
Cc1noc(C)c1COc1ccccc1C(=O)NCCc1ccc(F)cc1
    11, 3, 2, -4, 2, -5, 13
O=C(COC(=O)c1ccccc1O)Nc1ccc(S(=O)(=O)N2CCCCC2)cc1
    21, 1, 2, 10, -2, -2, 13
COc1ccccc1CNC(=O)C[C@H]1C=C[C@@H](NC(=O)CN(C)C)[C@@H](CO)O1
    22, -1, 0, nt, -4, 21, -3
CCOc1ccc(-c2cnc(NCc3cccc4ccccc34)n2CCOC)cc1
    38, 0, 0, 5, 1, 4, -4
CC(NS(C)(=O)=O)C(c1cccs1)N1CCN(Cc2ccccc2)CC1 (configuration not stated)
    3, -1, -8, 1, -6, -3, 7
C[C@@H]1CN([C@@H](C)CO)C(=O)Cc2cc(NC(=O)Cc3cn(C)c4ccccc34)ccc2O[C@@H]1CN(C)C(=O)Nc1ccccc1
    2, 0, 3, 5, -1, 19, 17
CC(C)(C)NC(=O)C(=O)N/N=C/c1cccs1
    nt, nt, nt, 2, 46*, nt, 3
